Screening results: PubChem, several laboratories
XIAP antagonists: small molecules displacing peptide from XIAP – biochemical, IAP family, fluorescence polarization (AID 1018) | displacement, % at 20 µM; hits with a dose series show IC50 in µM | actives 0.007% (n = 200,000) | XIAP BIR domain, fluorescence polarization peptide displacement; higher % means a stronger effect; in the data active means displacement above about 50%; further: a part of the inactive calls stands beside numbers as strong as those of hits
WT yeast gro inh: growth inhibition of WT yeast, mitochondrial fusion screen; mitochondrial fusion phenotypic screen, WT strain; inhibition, % at 10 µM; actives 2.1% (n = 190,000); in the data active means inhibition above about 58%; tested in S. cerevisiae
West Nile antiviral: inhibition of WNV-induced cytopathic effect – cell-based, CPE readout (AID 1621). West Nile virus-infected cells, CPE inhibition; higher % means a stronger effect. actives 0.02% (n = 290,000). CPE inhibition, % at 10 µM, or IC50 in µM where a hit was titrated; in the data active means a potency from the dose series; inconclusive means CPE inhibition mostly from about 3.7% at the one dose, without a potency; inactive means the rest, 99 in 100 with CPE inhibition below about 2.2%; further: strong numbers were not always called active
RSV antiviral HEp-2: RSV antiviral activity via CPE protection, HEp-2 cells, primary 10 µM value included (AID 2391); HEp-2 cells, RSV-induced CPE inhibition; higher % means a stronger effect; CPE inhibition, % at 10 µM, or IC50 in µM where a hit was titrated; actives 0.13% (n = 310,000); in the data active means a potency from the dose series; inconclusive means CPE inhibition mostly from about 23% at the one dose, without a potency; inactive means the rest, 99 in 100 with CPE inhibition below about 21%; further: strong numbers were not always called active
CSM14.1 death rescue: rescue of cells from ER stress-induced death, primary screen, 384-well, CSM14.1, thapsigargin, ATP luminescence (AID 1222); CSM14.1 thapsigargin-induced death rescue, ATP luminescence; higher % means a stronger effect; cellular ATP content (survival), % at 20 µM; hits with a dose series show EC50 in µM; 190,000 tested, under 10 active;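 active means EC50 below 50 µM in the dose-response confirmation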;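 further: death triggered by thapsigargin at about 15 µM added after 2 h compound pretreatment; cell ATP read after overnight thapsigargin exposure of roughly 18 to 22 hours; normalized against plate controls of thapsigargin alone and 5% DMSO vehicle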
NS5 inhibitors: flavivirus cap methylation enzyme inhibition – biochemical, confirmation dose response, primary screen (AID 588689); Dengue-2 NS5 methyltransferase capping enzyme assay, biochemical; higher % means a stronger effect; inhibition, % at 25 µM, or IC50 in µM where a hit was titrated; actives 0.3% (n = 340,000); in the data active means a potency from the dose series; inconclusive means inhibition above about 29% without an active follow-up result
Yfh1-off respiration: mitochondrial function rescue without frataxin homolog – Friedreich's ataxia, plus single-dose screen, dose response (AID 1465). S. cerevisiae Yfh1-off respiration, WST-1 reduction, 72 h; higher fold induction means a stronger effect. fold induction at 50 µM; hits with a dose series show EC50 in µM. actives 0.074% (n = 220,000);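 active means fold induction of absorbance versus untreated yeast above a set limit, then at least 30% activation at any dose in follow-up; inconclusive means repeats straddling the limit, or above it without dose testing; inactive means fold induction below the set limit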;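 further: activators that raise dye reduction in frataxin-depleted yeast; strong numbers were not always called active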
Large T inhibition: TAg ATPase/helicase activity blockers – biochemical (AID 1903). SV40 large T antigen ATPase/helicase inhibition assay; higher % means a stronger effect. inhibition, % at 20 µM, or IC50 in µM where a hit was titrated. actives 0.39% (n = 310,000); in the data active means a potency from the dose series; inconclusive means inhibition mostly from about 32% at the one dose, without a potency; inactive means the rest, 99 in 100 with inhibition below about 32%; further: strong numbers were not always called active
UTI89 phage lysis: protection from phage-mediated lysis, alamar blue read-out – E. coli UTI89, K1F phage, bacterial capsule biogenesis inhibitors (AID 488966); E. coli UTI89 K1F phage lysis, alamar blue, 2 h; higher % means a stronger effect; one-dose inhibition, % at 100 µM; IC50 in µM for titrated hits; actives 0.02% (n = 340,000);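 active means phage lysis inhibition, versus mean bacterial control, above a set limit; inconclusive means no clear call, values can overlap the other calls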;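 further: capsule biogenesis inhibitors block K1F phage lysis so surviving cells raise fluorescence; higher fluorescence means more inhibition of phage lysis; actives were called in the ten point dose series up to 300 µM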
WT yeast gro inh mutant strain: second read-out of WT yeast gro inh, no call of its own (marks repeat the call); inhibition, %; mitochondrial fusion phenotypic screen, mutant strain inhibition
NS5 inhibitors pilot replicate: also measured in NS5 inhibitors; calls as there; inhibition, %; measured here: pilot screen replicate inhibition
* = called active by the depositor; i = inactive; u = inconclusive; x = no result given; [ ] = remark or other dose.

SMILES	XIAP antagonists	WT yeast gro inh	WT yeast gro inh mutant strain	West Nile antiviral	RSV antiviral HEp-2	CSM14.1 death rescue	NS5 inhibitors	Yfh1-off respiration	Large T inhibition	UTI89 phage lysis	others
Cc1cc(NC(=O)c2cc(-c3cccc(Cl)c3)on2)no1	-0.7%	-4	-6	0.1%	-0.6%	-0.6%	-11%	i	4%	4.1%
Cc1ccc(S(=O)(=O)N2CCCC2CNC(=O)C(=O)NCc2ccccn2)cc1 (stereo not drawn)	x	x	x	x	-0.2%	x	4%	x	-2%	0.6%[50 µM]
CN1C(CC(=O)Nc2ccc(Cl)cc2Cl)c2ccccc2CC1(C)C (stereo not drawn)	x	x	x	-0.6%	1.0%	x	x	i	5%	x
COc1ccc(Cl)cc1NC(=S)N(Cc1ccccc1C)CC1CCC(C(=O)O)CC1 (stereo not drawn)	-4.8%	12	2	0.1%	2.4%	-1.9%	-2%	i	17%	-0.7%
O=C(CSCCO)N1CCc2ccccc21	-0.6%	0	-31	0.4%	0.6%	-2.5%	4%	i	18%	0.0%
C=CCn1nc2n(c1=O)-c1ccccc1SC2	x	x	x	-0.2%	1.8%	x	2%	i	7%	0.7%
C=CCNC(=O)c1ccc(CN2CCC(Cc3ccccc3)CC2)cc1	x	x	x	-0.9%	-1.2%	x	-9%	x	12%	0.2%
CN1CCN(S(=O)(=O)c2cccc(C(=O)NC3CCCC3)c2)CC1	x	x	x	x	-0.1%	x	-4%	x	8%	0.7%[50 µM]
O=C(NCCNc1cc(Cl)ccc1[N+](=O)[O-])c1ccco1	-0.8%	-6	0	x	2.7%	1.0%	-1%	x	4%	0.4%
S=c1[nH]nc(-c2cc(-c3ccccc3)n[nH]2)n1/N=C/c1c2ccccc2cc2ccccc12	x	x	x	-0.4%	u	x	5%	i	20%	0.1%
CC(=O)Oc1ccc(C(=O)Nc2cccc(NC(=O)c3ccco3)c2)cc1	x	x	x	-0.3%	3.0%	x	-9%	x	10%	-0.4%
CNC(=O)c1c(Br)cnn1-c1ccc(C)cc1	-1.0%	7	10	0.0%	1.4%	-1.0%	2%	i	12%	-1.5%
CSc1ccccc1C(=O)N(C)C(c1ccccc1)c1ccccc1	x	x	x	-0.5%	11%	x	1%	x	3%	-0.4%
COc1ccc(/C=C/C(=O)Nn2cnnc2)cc1	0.0%	-4	-12	-0.3%	2.8%	-3.7%	-7%	i	1%	5.9%
Cn1cc(C(=O)N2CCc3ccccc32)cn1	0.8%	15	7	0.0%	1.5%	-1.6%	-5%	i	3%	1.3%
CC1CCN(C(=O)CNC(=O)CNS(=O)(=O)c2ccccc2)CC1	x	x	x	-0.1%	0.6%	x	-3%	x	9%	-0.4%
COC(=O)CC(N)c1ccc(Br)cc1 (stereo not drawn)	-2.5%	6	5	0.7%	0.3%	0.0%	-10%	i	3%	0.5%
COCCNC(=S)N/N=C(\C)c1ccc(Cl)c(Cl)c1Cl	-2.2%	22	19	-0.8%	-0.3%	-0.7%	-4%	i	5%	0.6%
CCN(CC)C(=O)Cn1cc(C(=O)C(=O)N2CCN(Cc3ccc4c(c3)OCO4)CC2)c2ccccc21	x	x	x	-0.9%	0.0%	x	-2%	x	10%	0.8%[50 µM]
S=c1[nH]nc(-c2cc(-c3ccccc3)n[nH]2)n1/N=C/C=C/c1ccco1	x	x	x	-0.2%	2.7%	x	x	i	u	x
CCN(C(=O)c1ccc(Br)cc1)c1ccccc1	-3.6%	-14	0	-0.2%	0.9%	0.1%	-5%	i	21%	0.3%
CCN(CC)C(=O)CSc1ncccc1-c1nc2ccccc2[nH]1	-4.5%	-6	-12	-1.1%	0.9%	2.0%	-12%	i	5%	0.3%
CCCCn1c(CN2CCN(c3ccc(F)cc3)CC2)nc2c1c(=O)n(C)c(=O)n2C	-0.4%	7	10	-0.6%	1.4%	x	-6%	i	0%	-0.2%
Cc1ccccc1-n1c(Cn2c(=O)sc3ccccc32)nnc1SCC(=O)N1CCCC1	-2.8%	9	3	x	-0.6%	0.5%	-2%	x	-1%	2.0%
O=C(C1CCC(Cn2c(=S)[nH]c3ccccc3c2=O)CC1)N1CCN(c2ccccn2)CC1 (stereo not drawn)	-3.2%	23	1	-0.9%	3.6%	-0.5%	-6%	i	7%	0.3%
O=C(CSc1ccc(C(F)(F)F)cn1)Nc1ccccc1	x	x	x	-0.3%	2.4%	x	15%	i	13%	-0.2%
COc1cc(OC)cc(C(=O)Nc2ccc(S(=O)(=O)Nc3cc(C)on3)cc2)c1	-18%	-8	-10	1.1%	0.7%	0.2%	-3%	i	9%	-0.6%
O=C(NC1CC2CCCC(C1)N2C(=O)Nc1ccccc1Cl)C1CC1 (stereo not drawn)	x	x	x	-1.1%	0.7%	x	-5%	x	3%	0.2%
COc1cccc(CN2CCNC(=O)C2CC(=O)N2CCCCO2)c1OC (stereo not drawn)	-2.2%	-9	-10	1.5%	1.3%	1.1%	-3%	i	-2%	0.7%
COc1cc(/C=C2\C(=N)N3N=C(S(C)(=O)=O)SC3=NC2=O)cc(OC)c1OCCOc1ccccc1C	x	x	x	1.2%	3.8%	x	20%	x	20%	-0.3%
COc1ccc(C(=O)NC2CC2)cc1OC1CCN(Cc2ccc(F)cc2Cl)CC1	x	x	x	-0.7%	0.0%	x	-11%	x	20%	0.0%
CC(CN1CCCCC1)OC(=O)C(C)(c1ccccc1)c1ccccc1 (stereo not drawn)	-8.1%	6	6	-0.9%	-0.4%	-0.5%	-2%	i	7%	-0.1%
Cc1nc2cc(-c3ccc(Cl)cc3)nn2c(C)c1CCC(=O)NC(C)c1ccc2c(c1)OCCO2 (stereo not drawn)	-3.8%	71*	66*	0.0%	3.3%	-3.1%	-1%	i	12%	0.1%
COc1ccc(CNC(=O)CCC(=O)N2CC(C)Oc3ccccc32)cc1 (stereo not drawn)	x	x	x	0.4%	1.2%	x	5%	x	8%	1.7%
O=C(N/N=C/c1ccco1)c1cc([N+](=O)[O-])cc([N+](=O)[O-])c1	1.4%	5	-5	-0.6%	0.6%	0.1%	1%	i	5%	1.9%
O=C(C1CC(=O)N(c2ccc(Cl)cc2)C1)N1CCOCC1 (stereo not drawn)	x	x	x	0.2%	-0.2%	x	6%	x	-2%	0.3%

Fetched by structure from above (two):
SMILES	XIAP antagonists	WT yeast gro inh	WT yeast gro inh mutant strain	West Nile antiviral	RSV antiviral HEp-2	CSM14.1 death rescue	NS5 inhibitors	Yfh1-off respiration	Large T inhibition	UTI89 phage lysis	others
COc1ccc(C(=O)NC2CC2)cc1OC1CCN(Cc2ccc(F)cc2Cl)CC1	x	x	x	-0.7%	0.0%	x	-11%	x	20%	0.0%
COc1cc(/C=C2\C(=N)N3N=C(S(C)(=O)=O)SC3=NC2=O)cc(OC)c1OCCOc1ccccc1C	x	x	x	1.2%	3.8%	x	20%	x	20%	-0.3%

Next section:
SMILES	XIAP antagonists	WT yeast gro inh	WT yeast gro inh mutant strain	West Nile antiviral	RSV antiviral HEp-2	CSM14.1 death rescue	NS5 inhibitors	Yfh1-off respiration	Large T inhibition	UTI89 phage lysis	others
CC1=C(C(=O)NC2CC(C)(C)Cc3c2cnn3-c2ccc(C)cc2)OCCO1 (stereo not drawn)	x	x	x	-1.2%	4.7%	x	-1%	x	6%	0.0%
Nc1nnc(SCC(=O)Nc2cccc(S(N)(=O)=O)c2)s1	-3.8%	-13	9	0.2%	0.5%	-0.7%	-7%	i	4%	-0.1%
O=C(O)Cc1n[nH]c(=O)c2ccccc12	-1.8%	-10	-13	0.3%	1.4%	-3.7%	0%	i	5%	1.4%[50 µM]
CCN(CCCNC(=O)C1CCN(S(=O)(=O)c2cnc[nH]2)CC1)c1cccc(C)c1	-5.8%	11	-2	-0.1%	1.4%	-1.3%	1%	i	33%	-2.8%
COC(=O)Cn1c(N)[n+](Cc2ccccc2)c2ccccc21	x	x	x	x	0.7%	x	4%	x	6%	-0.1%
CCOC(=O)C(C)Oc1c(C(=O)OC)sc2ncccc12 (stereo not drawn)	-7.3%	-2	-10	0.7%	-0.8%	0.0%	3%	i	9%	0.3%
Cc1ccc(Cn2c(C(=O)O)cc3sccc32)cc1	1.4%	-9	-20	1.3%	2.4%	-3.2%	-1%	i	9%	0.0%[50 µM]
N#Cc1c(N2CCSCC2)nsc1-c1ccccc1Cl	x	x	x	0.6%	-1.0%	x	0%	x	4%	-2.1%[50 µM]
CCn1c(SC/C=C/c2ccccc2)nnc1-c1cccs1	-3.3%	7	16	-0.8%	21%	-0.2%	-4%	i	8%	0.3%	NS5 inhibitors pilot replicate=-6.1
O=C(NC(c1ccccc1)c1ccccc1)c1ccc(CO)cc1	x	x	x	0.1%	1.4%	x	3%	x	6%	0.0%
COc1ccc(C2=NN(C(=O)CSc3nnc(C)c(=O)n3N)C(c3ccco3)C2)cc1 (stereo not drawn)	-2.5%	-7	9	-0.1%	-1.0%	-1.2%	-4%	i	-1%	0.1%
Cc1ccc(N/N=C(\C#N)C(N)=S)cc1C	-5.7%	49	43	-0.7%	9.4%	-2.3%	7%	i	24%	1.1%
COc1ccc(NC(=O)c2cccc(N3C(=O)C4C5C=CC(C5)C4C3=O)c2)cc1 (stereo not drawn)	x	x	x	-0.7%	4.0%	x	0%	x	15%	0.0%
CCN(CC(=O)Nc1c(F)cccc1F)C(=O)CCc1ccc(OC)cc1	-8.9%	-14	9	0.3%	11%	-0.8%	3%	i	8%	-0.2%
O=C(Nc1ccccc1)C1C2/C=C\CCCCC21 (stereo not drawn)	-2.6%	3	-6	-0.1%	2.8%	0.0%	-6%	i	7%	1.1%
COc1ccc(C2CC(=O)Oc3ccc(C(C)(C)C)cc32)cc1 (stereo not drawn)	x	x	x	-0.5%	4.4%	x	-3%	x	12%	0.0%
Cc1ccc2c(c1)nnn2C1CCN(CC(=O)c2ccc(Cl)cc2)CC1	-3.7%	6	16	-0.8%	1.8%	1.2%	1%	i	3%	-3.1%
CCOCCCNC(=O)CCc1nnc2n(CCC(C)C)c(=O)c3ccccc3n12	x	x	x	-0.6%	3.6%	x	-5%	x	5%	0.8%
COc1ccccc1N1CCN(c2ccc([N+](=O)[O-])nc2)CC1	-4.4%	-7	10	-0.5%	3.3%	2.5%	-4%	i	13%	-0.2%
O=C(CCNc1cccc(Cl)c1)c1cccs1	-3.0%	7	6	u	0.7%	-1.1%	-5%	i	3%	0.0%
CCOc1ncccc1C(=O)N(C)CC1COc2ccccc2O1 (stereo not drawn)	-3.3%	19	-1	-0.2%	1.3%	2.8%	-5%	i	-6%	-0.7%
COC(=O)c1ccc(OCC(O)CN2CCc3cc(OC)c(OC)cc3C2c2ccccc2)cc1 (stereo not drawn)	x	x	x	0.1%	6.8%	x	-3%	x	2%	-0.2%
COc1cc(/C(C)=N/NC(=O)C(O)(c2ccccc2)c2ccccc2)ccc1O	-5.4%	-1	-4	2.4%	-0.9%	-1.9%	-8%	i	33%	1.6%
